Assay outcomes as filed in PubChem BioAssay.
hERG protect – shields human hERG channel from block by proarrhythmic agents; Q12809; CHO-hERG, FluxOR thallium flux, dofetilide IC70 present; activation (rescue from dofetilide block), less the hit threshold, % at 10 µM; 310,000 tested, 0.51% active; AID 1511;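 active means activation above the mean of controls blocked by dofetilide plus 5 SD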;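 further: thallium influx through hERG after potassium depolarization seen as dye fluorescence rise; in these data hits start at about 4.7%; inactives centre near -7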
Target sequence (Q12809 whole entry, looked up): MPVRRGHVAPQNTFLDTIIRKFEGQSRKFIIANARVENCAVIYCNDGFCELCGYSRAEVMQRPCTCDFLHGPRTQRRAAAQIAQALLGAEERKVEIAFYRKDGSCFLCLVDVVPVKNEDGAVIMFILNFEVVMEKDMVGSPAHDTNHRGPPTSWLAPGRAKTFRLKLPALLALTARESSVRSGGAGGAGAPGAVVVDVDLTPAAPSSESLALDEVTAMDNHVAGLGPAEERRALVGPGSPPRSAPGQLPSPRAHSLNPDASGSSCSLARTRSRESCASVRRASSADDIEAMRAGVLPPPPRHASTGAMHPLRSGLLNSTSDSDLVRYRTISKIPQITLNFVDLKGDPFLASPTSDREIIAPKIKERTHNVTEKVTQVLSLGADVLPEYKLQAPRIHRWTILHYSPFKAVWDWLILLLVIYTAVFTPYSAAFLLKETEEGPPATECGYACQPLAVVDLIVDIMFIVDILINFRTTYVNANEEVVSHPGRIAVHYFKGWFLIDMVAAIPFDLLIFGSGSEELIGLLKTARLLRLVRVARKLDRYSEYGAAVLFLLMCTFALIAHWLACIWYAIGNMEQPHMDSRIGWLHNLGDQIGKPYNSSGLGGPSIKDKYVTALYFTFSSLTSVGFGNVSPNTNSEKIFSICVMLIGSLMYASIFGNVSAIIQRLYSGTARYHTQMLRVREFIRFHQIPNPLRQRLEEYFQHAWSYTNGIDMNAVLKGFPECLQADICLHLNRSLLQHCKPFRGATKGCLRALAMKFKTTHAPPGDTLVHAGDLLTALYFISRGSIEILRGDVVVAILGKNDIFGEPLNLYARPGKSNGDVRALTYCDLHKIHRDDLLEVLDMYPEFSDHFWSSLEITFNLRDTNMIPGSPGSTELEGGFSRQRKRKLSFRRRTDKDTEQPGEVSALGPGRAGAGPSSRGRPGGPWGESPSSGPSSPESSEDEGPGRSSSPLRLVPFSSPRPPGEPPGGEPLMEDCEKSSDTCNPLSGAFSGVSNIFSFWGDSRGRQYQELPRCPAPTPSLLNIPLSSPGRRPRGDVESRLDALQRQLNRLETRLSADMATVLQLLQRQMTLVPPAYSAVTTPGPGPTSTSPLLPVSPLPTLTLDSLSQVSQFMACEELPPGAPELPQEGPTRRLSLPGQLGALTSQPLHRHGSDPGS
KCNQ1 pot – potentiates or activates the human KCNQ1 potassium channel; P51787; CHO-K1 KCNQ1, thallium flux FluxOR fluorescence; hits give high values; B-score at 10 µM; 310,000 tested, 0.35% active; AID 2648;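 active means fluorescence ratio B-score, a plate-corrected score, at least three library SD, with initial intensity B-score within 5 SD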
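assay system = KCNQ1-transfected CHO-K1 cells | medium = assay buffer with matched DMSO | probe or stimulus = depolarizing K+/Tl+ stimulus, K2SO4 and Tl2SO4 each 12.5 mM in 5x stock | dosing = single dose | incubation = dye 90 min, compound 20 min, room temperature | detection = kinetic FluxOR fluorescence, 10 s baseline plus 110 s post-stimulus | evaluation = ratio B score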
HDAC3 inhib – human HDAC3 inhibition. AID 2718. recombinant HDAC3, fluorogenic peptide/trypsin coupled, fluorescence. O15379. inhibition, % at 8.3 µM. 320,000 tested, 0.15% active; in the data active means inhibition above about 26%, passing the limit was not always enough
GSK3 alpha inh – blocks human GSK-3 alpha kinase; P49840; ADP-Glo luminescence, 60 min; inhibition, % at 10 µM; 320,000 tested, 0.1% active; AID 2650;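 in the data active means inhibition above about 50%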;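 further: GST-tagged GSK-3 alpha with peptide substrate and 25 µM ATP; 0% = DMSO neutral wells and 100% = GW8510 positive control wells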
GSK3beta inhib – inhibitors of human GSK3beta kinase; P49841; GST-GSK3beta kinase, ADP-Glo luminescence, 60 min; hits give low values; activity score (negative = inhibition), % at 10 µM; 300,000 tested, 0.038% active; AID 2097;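 active means more than half of replicate wells score below -50%, meaning over 50% inhibition versus plate controls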;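 further: 0% = median DMSO wells and -100% = median GW8510 positive control wells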
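test system = GST-tagged human GSK3beta kinase, cell-free | reagent = 25 µM ATP with peptide substrate | dosing = one dose of 10 µM per compound | schedule = 60 min reaction, RT | detection = luminescent ADP-Glo measurement of ADP formed | control set = DMSO neutral wells and GW8510 at 20 µM as positive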
KCNK3 block – human KCNK3 channel inhibition, primary screen. 340,000 tested, 0.84% active. O14649. CHO-KCNK3 thallium flux, FluxOR fluorescence; hits give low values. B-score at 10 µM;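 active means B-score under library mean minus 4 SD, starting fluorescence ratio at most library mean plus 5 SD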;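 further: more negative B-score means stronger inhibition of thallium flux through KCNK3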
KCNK9 block – blocks the human KCNK9 two-pore domain potassium channel; HEK293 KCNK9, FluxOR thallium flux fluorescence; hits give low values; B-score at 10 µM; 310,000 tested, 1.2% active;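 active means ratio B-score over 3 SD below the library mean, with starting fluorescence within 5 SD of its mean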;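 further: negative B-score means less thallium flux so channel inhibition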
KCNQ1 block – inhibitors of human KCNQ1 potassium channel. 310,000 tested, 1.3% active. B-score at 10 µM. CHO-K1 KCNQ1, FluxOR thallium flux fluorescence; hits give high values. P51787;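 active means compounds whose thallium flux B-score, printed positive for inhibition, exceeds three library SD while starting fluorescence stays within three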;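 further: channel opened by potassium depolarization with thallium stimulus after 20 min compound exposure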
PolyA inhibitor – inhibitors of polyadenylation in S. cerevisiae. calls only at 12 µM. 300,000 tested, 0.02% active. S. cerevisiae SKY197-pL101 polyadenylation reporter, beta-gal luminescence; efflux-impaired pdr1/pdr3 knockout yeast; score 100 = 6 SD above DMSO;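 active means lowest replicate activity score at least 50, where 100 means six control SD above control mean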;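 further: yeast exposed to compound for 9 h at 30 °C; higher score means more reporter readthrough which indicates perturbed polyadenylation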
RGS4 pot – potentiators or activators of RGS4; HEK293 M3R/inducible RGS4, carbachol calcium flux Fluo4; hits give low values; B-score at 10 µM; 310,000 tested, 0.92% active;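 active means B-score of the integrated calcium signal more than 4 SD below the library mean, with starting fluorescence not abnormally high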;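 further: negative B-score means reduced calcium response which marks RGS4 activation or potentiation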
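test system = M3R-expressing HEK293 line, RGS4 induced by doxycycline | probe or stimulus = carbachol at ECmax as muscarinic agonist stimulus | timing = dye loading 30 min 37 °C, buffer rest 30 min RT | signal = calcium dye Fluo4 fluorescence | evaluation = B score from integrated fluorescence ratio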
DYRK1A inh – inhibitors of rat Dyrk1A kinase | Q63470 | ADP-Glo luminescence, NFATc1 peptide | inhibition, % at 12.5 µM | 310,000 tested, 0.43% active | AID 504441; in the data active means inhibition above about 50%;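 further: plate controls were vehicle with enzyme for no effect and no enzyme for full effect; many of its hits are not listed in these tables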
Starred values were filed as active, the others as inactive; i = inactive; . = not tested or not shown.

Second line of a record: GSK3 alpha inh	PolyA inhibitor	HDAC3 inhib	KCNQ1 block	DYRK1A inh	GSK3beta inhib	KCNK9 block	RGS4 pot	KCNK3 block	hERG protect	KCNQ1 pot
O=C(/C=C/c1ccc(F)cc1)NC(=S)NC1CCCCC1
  -3	i	2	i	-4	1	i	i	i	-5	i
COc1cc(NC(=O)N[C@@H](CCSC)C(=O)O)cc(OC)c1
  -1	i	-7	i	-5	0	i	i	i	-3	i
CC(=O)c1ccc(Nc2cc(C)nc3c(C)cccc23)cc1
  .	i	-1	i	-1	2	i	i	i	-12	i
O=C(Nc1cccc2ncccc12)c1cccc(Br)c1
  1	i	1	i	14	2	i	i	i	-6	i
COc1ccc(CCC(=O)Nc2nnc(C(F)(F)F)s2)cc1
  -1	i	.	i	12	-2	i	i	i	-12	i
COc1ccc(CCNC(=O)c2[nH]c(C)c(C(C)=O)c2C)cc1OC
  2	i	0	i	-7	1	i	i	i	-7	i
CCOCc1c(C(=O)NC2=Nc3ccccc3NC(CC)=C2C(=O)OCC)oc2ccccc12
  -2	i	0	i	1	1	-16*	-8.9*	i	-5	i
O=C(NC1CCCCCC1)C(=O)NC1CCCC1
  0	i	0	i	-1	4	i	i	i	-2	i
CC(CCN(C)C)OC(=O)c1ccc(C(C)c2ccccc2)o1 (configuration not stated)
  -4	i	6	i	-4	-1	i	i	i	-2	i
CCOC(=O)C1CCN(CC(=O)c2ccc(O)c(C)c2O)CC1
  -1	i	3	i	13	1	i	i	i	-2	i
COc1ccc(-c2nnc(SCC(=O)Nc3ncc(C(F)(F)F)cc3Cl)n2CC(C)C)cc1
  .	i	.	i	-3	2	i	i	i	-14	i
CC(=O)N1CCN(Cc2nc3cc([N+](=O)[O-])ccc3n2C)CC1
  -1	i	6	i	-3	1	i	i	i	-2	i
O=C(NCc1cccc(F)c1)C1CCC(=O)N(C2CCCC2)C1 (configuration not stated)
  1	i	-5	i	0	1	i	i	i	-8	i
CC(=O)NC1=NN(C(C)=O)C(C)(CCS(=O)(=O)c2ccc(Br)cc2)S1 (configuration not stated)
  0	i	7	i	1	1	i	i	i	-8	i
O=C(c1ccc(Cl)c(S(=O)(=O)N2CCOCC2)c1)N1CCN(c2ccccc2F)CC1
  1	i	2	i	-5	-20	i	i	i	-5	i
O=C(c1ccco1)N1CCN(c2nnc(-c3ccccc3)c3ccccc23)CC1
  -1	i	3	i	-11	0	i	i	i	-18	i
COc1ccc(C(=O)N(C)C2CCCc3ccccc32)cc1OC1CCN(C(C)C)CC1 (configuration not stated)
  -1	i	6	i	-6	-2	i	i	i	-10	i
Cc1ccc(S(=O)(=O)N(Cc2ccccc2)C(C)C)cc1
  -2	i	8	i	-5	-2	i	i	i	-14	i
Cc1ccccc1N1CCN(C2CCCN(C(=O)CCC3(C)CC3)C2)CC1 (configuration not stated)
  -1	i	9	i	1	-2	i	i	i	-8	i
COC(=O)c1ccc(CN2C(=O)NC3(CCC(C)CC3)C2=O)cc1 (configuration not stated)
  -6	i	-21	i	0	-3	i	i	i	-11	i
Cc1ccc(N=C2NC(=O)/C(=C\c3cccs3)S2)cc1C
  0	i	-3	i	3	0	i	i	i	-5	i
N#Cc1nc(N2CCCCC2)nc(N2CCOCC2)n1
  3	i	1	i	-1	-1	i	i	i	-10	i
Cc1ccc(-c2ccc(S(=O)(=O)NCc3ccco3)cc2)cc1
  -2	i	1	i	-3	1	i	i	i	-2	i

Reformatted as tab-separated lines: entries from further up
compound	GSK3 alpha inh	PolyA inhibitor	HDAC3 inhib	KCNQ1 block	DYRK1A inh	GSK3beta inhib	KCNK9 block	RGS4 pot	KCNK3 block	hERG protect	KCNQ1 pot
O=C(NCc1cccc(F)c1)C1CCC(=O)N(C2CCCC2)C1 (configuration not stated)	1	i	-5	i	0	1	i	i	i	-8	i
CC(=O)NC1=NN(C(C)=O)C(C)(CCS(=O)(=O)c2ccc(Br)cc2)S1 (configuration not stated)	0	i	7	i	1	1	i	i	i	-8	i
O=C(c1ccc(Cl)c(S(=O)(=O)N2CCOCC2)c1)N1CCN(c2ccccc2F)CC1	1	i	2	i	-5	-20	i	i	i	-5	i
O=C(c1ccco1)N1CCN(c2nnc(-c3ccccc3)c3ccccc23)CC1	-1	i	3	i	-11	0	i	i	i	-18	i
COc1ccc(C(=O)N(C)C2CCCc3ccccc32)cc1OC1CCN(C(C)C)CC1 (configuration not stated)	-1	i	6	i	-6	-2	i	i	i	-10	i
Cc1ccc(S(=O)(=O)N(Cc2ccccc2)C(C)C)cc1	-2	i	8	i	-5	-2	i	i	i	-14	i
Cc1ccccc1N1CCN(C2CCCN(C(=O)CCC3(C)CC3)C2)CC1 (configuration not stated)	-1	i	9	i	1	-2	i	i	i	-8	i
COC(=O)c1ccc(CN2C(=O)NC3(CCC(C)CC3)C2=O)cc1 (configuration not stated)	-6	i	-21	i	0	-3	i	i	i	-11	i
Cc1ccc(N=C2NC(=O)/C(=C\c3cccs3)S2)cc1C	0	i	-3	i	3	0	i	i	i	-5	i
N#Cc1nc(N2CCCCC2)nc(N2CCOCC2)n1	3	i	1	i	-1	-1	i	i	i	-10	i
Cc1ccc(-c2ccc(S(=O)(=O)NCc3ccco3)cc2)cc1	-2	i	1	i	-3	1	i	i	i	-2	i

An excerpt. The share of hits here may be higher or lower than overall.
